High-throughput results: PubChem, several laboratories
sEH inhibitor = soluble epoxide hydrolase (human) inhibition. P34913. recombinant human sEH enzymatic activity assay. inhibition, % at 2 µM. hit rate 0.34% among 91,000. AID 707; in the data active = inhibition above about 80%; note: values of inactives mirror those of a sister screen read the other way; many of its hits are not listed in these tables
Target sequence (P34913 whole entry, looked up): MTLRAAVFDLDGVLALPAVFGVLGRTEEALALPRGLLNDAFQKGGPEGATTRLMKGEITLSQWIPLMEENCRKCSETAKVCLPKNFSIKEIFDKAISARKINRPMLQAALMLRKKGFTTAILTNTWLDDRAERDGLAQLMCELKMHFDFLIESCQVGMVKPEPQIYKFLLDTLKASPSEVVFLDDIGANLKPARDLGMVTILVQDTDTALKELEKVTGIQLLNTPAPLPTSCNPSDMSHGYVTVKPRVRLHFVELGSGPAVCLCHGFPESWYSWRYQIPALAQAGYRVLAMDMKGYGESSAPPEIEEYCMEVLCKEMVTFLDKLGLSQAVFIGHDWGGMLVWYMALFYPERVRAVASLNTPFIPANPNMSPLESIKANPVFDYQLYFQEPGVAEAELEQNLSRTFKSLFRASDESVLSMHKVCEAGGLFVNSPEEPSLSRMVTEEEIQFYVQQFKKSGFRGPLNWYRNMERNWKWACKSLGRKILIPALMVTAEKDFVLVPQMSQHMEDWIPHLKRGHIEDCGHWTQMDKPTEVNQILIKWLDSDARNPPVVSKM
PostGolgi yeast = growth inhibition of a yeast mutant, post-Golgi transport screen. AID 739. post-Golgi transport phenotypic cell assay. hit rate 0.9% among 98,000. inhibition, % at 10 µM;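 note: yeast cells grown in 1536-well plates; yeast grown about 18 h at 30C before absorbance read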
S1P2 ag = agonists of human S1P2 receptor | O95136 | S1P2-expressing cell line, agonist reporter read-out | activation, % at 4.5 µM | hit rate 0.46% among 97,000; in the data active = activation above about 16%;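 note: 0% = vehicle low control and 100% = maximal reference agonist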
Target sequence (O95136 whole entry, looked up): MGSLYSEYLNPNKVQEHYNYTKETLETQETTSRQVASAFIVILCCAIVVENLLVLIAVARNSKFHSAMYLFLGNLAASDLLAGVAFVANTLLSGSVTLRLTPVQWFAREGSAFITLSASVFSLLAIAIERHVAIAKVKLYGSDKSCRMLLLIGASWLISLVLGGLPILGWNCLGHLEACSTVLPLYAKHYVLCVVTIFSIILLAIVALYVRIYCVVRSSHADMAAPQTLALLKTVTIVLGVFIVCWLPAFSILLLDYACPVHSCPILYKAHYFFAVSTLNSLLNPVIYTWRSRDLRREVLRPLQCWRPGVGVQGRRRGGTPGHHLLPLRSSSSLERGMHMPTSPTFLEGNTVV
CYP2C19 activ = increases human CYP2C19 enzyme activity; P33261; recombinant CYP2C19, luciferin-H EGE luminescence; hits give high values; 0 = fully inhibited enzyme, 1 = untreated enzyme; activation factor at 5 µM; 96,000 tested, under 10 active;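 active = activation factor of at least 2 at 5 µM in the primary screen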;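 note: 0 = wells with 2.5 mM tranylcypromine and 1 = vehicle-only wells; values of inactives mirror those of a sister screen read the other way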
S1P2 blocker = S1P2 (human) receptor antagonism; inhibition, % at 5 µM; hit rate 0.21% among 97,000; cell-based S1P2 antagonist assay, inhibition at 5 uM; in the data active = inhibition above about 45%;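 note: CRE beta-lactamase reporter cells expressing human S1P2 stimulated with S1P; 0% = agonist at EC80 alone and 100% = agonist plus reference antagonist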
CYP2C19 inh = blocks human cytochrome P450 2C19; P33261; CYP2C19 Supersomes, luciferin-H EGE luminescence, 30 min; inhibition, % at 5 µM; hit rate 21% among 96,000;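 active = CYP2C19 inhibition above a set limit at 5 µM in the primary screen, cut at about 50% in these data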;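 note: plate controls were negative control wells for no effect and 2.5 mM tranylcypromine positive control for full effect; values of inactives mirror those of a sister screen read the other way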
PostGolgi ctrl = yeast control strain growth, post-Golgi counter-screen; efflux-deficient yeast background strain, growth absorbance A615, 16 h; hit rate 5% among 98,000; inhibition, % at 10 µM
hDAT+cocaine = human DAT dopamine uptake with cocaine, either direction; LLC-PK1 hDAT cells, [14C]-dopamine uptake with cocaine IC80; actives deviate in either direction; hit rate 1.3% among 110,000; B-score at 10 µM;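 active = Z score or B-score, a plate-position-corrected score, falls beyond the plate's 99.7% confidence bounds, in either direction; inactive = both scores lie inside the 99.7% bounds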;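 note: scored against the spread of the other compound wells on the same plate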
sEH act = activators of human soluble epoxide hydrolase | P34913 | AID 717 | activation, % at 2 µM | hit rate 0.04% among 91,000 | purified human sEH enzymatic activity, activator screen; in the data active = activation above about 37%; note: values of inactives mirror those of a sister screen read the other way
Starred values were filed as active, the others as inactive; . = not tested or not shown. Cut-off read from the data, not from the text of the source, unless noted: active = inhibition above about 30%; inactive = the rest.

A first look (2 entries):
SMILES	sEH inhibitor	PostGolgi yeast	S1P2 ag	CYP2C19 activ	S1P2 blocker	CYP2C19 inh	PostGolgi ctrl	hDAT+cocaine	sEH act
COc1ccc(OC)c(/C=c2\sc3nc(-c4cccs4)nn3c2=O)c1	.	18	-3	1	-8	3	16	-0.63	.
COc1cccc(/C=C/C(=C2\C(=O)N(c3ccccc3)N=C2C)c2ccc(Br)cc2)c1OC	-13	.	-5	.	24	.	.	.	16

The list itself, repeating the preview:
SMILES	sEH inhibitor	PostGolgi yeast	S1P2 ag	CYP2C19 activ	S1P2 blocker	CYP2C19 inh	PostGolgi ctrl	hDAT+cocaine	sEH act
COc1ccc(OC)c(/C=c2\sc3nc(-c4cccs4)nn3c2=O)c1	.	18	-3	1	-8	3	16	-0.63	.
COc1cccc(/C=C/C(=C2\C(=O)N(c3ccccc3)N=C2C)c2ccc(Br)cc2)c1OC	-13	.	-5	.	24	.	.	.	16
COc1ccc(C)cc1NC(=O)c1cc2ccccc2cc1OCC(=O)NCc1ccco1	41	1	-4	0.9	-15	15	3	0.87	-39
COc1ccc(-c2csc(NC(=O)c3cc(C)on3)c2C#N)cc1OC	5	-12	-4	1.1	-19	-8	7	0.46	-3
O=C(c1coc(=O)c(Br)c1)N1CCOCC1	1	-3	-1	1.1	-6	-9	5	-1	-1
c1ccc(Cn2ncc3c(N4CCCCC4)ncnc32)cc1	.	8	.	0.3	.	67*	3	1.5	.
COCc1cc(C)c(C#N)c(=S)[nH]1	-11	1	-2	1	22	2	-1	0.65	11
CCNC(=O)C(=O)NCCc1ccc(Cl)cc1	-2	-5	-5	0.4	-17	59*	-1	-0.63	6
O=C(C1CC1)N1CCc2cc(S(=O)(=O)NCCC3=CCCCC3)ccc21	.	-3	-4	0.5	-22	48	36*	0.71	.
CC1Cc2ccccc2N1c1ncnc2c1nnn2Cc1ccccc1 (centres undefined)	-4	10	1	0.5	-33	47	42*	-0.32	1
O=C(CN1C(=O)c2ccccc2S1(=O)=O)c1ccccc1	6	.	-6	0.8	13	19	.	0.69	-7
COCCNS(=O)(=O)c1ccc(F)c(OC)c1	-6	19	-8	0.9	8	10	5	-0.072	4
O=C(CN1CCN(S(=O)(=O)c2ccc(Cl)s2)CC1)NCc1ccc(Cl)cc1	-1	-11	-4	0.7	6	30	16	.	0
COc1ccc(-n2c(=O)cc(N3CCc4ccccc43)[nH]c2=O)cc1	8	.	-3	.	-11	.	.	-0.47	-6
COCCNC(=O)C(c1cccc(OC)c1)N(C(=O)Cn1nnc2ccccc21)c1cccnc1 (centres undefined)	-23	5	-5	1.1	18	-14	-2	-0.19	25

Single entries from the results shown.
COc1ccc(OC)c(/C=c2\sc3nc(-c4cccs4)nn3c2=O)c1 | PostGolgi ctrl: 16
c1ccc(Cn2ncc3c(N4CCCCC4)ncnc32)cc1 | PostGolgi ctrl: 3

Additional results
SMILES	sEH inhibitor	PostGolgi yeast	S1P2 ag	CYP2C19 activ	S1P2 blocker	CYP2C19 inh	PostGolgi ctrl	hDAT+cocaine	sEH act
Cc1cc2cc3c(cc2nc1SCC(=O)OC(C)C)OCCO3	-2	-13	-1	1	-21	2	0	-1.6	0
CC(NC(=O)Nc1ccccc1)C(c1cccs1)N1CCN(C)CC1 (centres undefined)	.	-9	.	1	.	-3	6	-1	.
Nc1ccc(Sc2cc(Cl)nc(N)n2)cc1	9	-2	1	0.5	-28	53*	-3	0.34	-7
O=C(NCc1ccco1)c1nn2c(C(F)(F)F)cc(-c3cccs3)nc2c1Cl	-6	-1	-2	0.9	-3	11	1	-0.3	6
CCN1CCCC1CNC(=O)C1c2cc(OC)c(OC)cc2C(=O)N(C)C1c1cccnc1 (centres undefined)	-1	0	-6	1.1	14	-9	1	0.02	0
Cn1c(SCC(=O)c2ccccc2)nnc1-c1cnccn1	.	21	.	0.6	.	40	5	-0.12	.
Nc1c(-c2ccc(Cl)cc2)cnn1-c1cccc([N+](=O)[O-])c1	1	12	-6	1	13	2	-9	-3*	2
CN(C)/C=C1\C(=O)N(c2ccc(Oc3ccccc3)cc2)CS1=O (centres undefined)	-5	-11	-8	1	-5	4	0	-0.039	7
CCCCCSc1nnc(C)c(=O)[nH]1	7	2	-4	1.1	23	-15	-1	0.99	-9
COc1ccccc1NC(=O)COC(=O)c1cnccn1	-2	-1	-4	0.9	1	12	2	0.45	2
CC1(C)N=C(N)N=C(N)N1c1ccccc1	-12	-6	-7	1	1	-3	4	-0.25	11
COC(=O)CNc1n[nH]c(=S)[nH]c1=O	-19	8	-2	1.1	14	-10	0	.	16
CCCCCOc1ccc(C2C(C(C)=O)=C(C)Nc3ncnn32)cc1OC (centres undefined)	-10	-2	4	0.8	-25	15	-7	.	13
COC(=O)c1cccc(C(=O)Nc2ccc(C)cc2Br)n1	.	0	-5	0.8	11	22	12	.	.
CCCC(C)NC(=O)c1nc(-c2ccccc2)n(-c2ccccc2)n1 (centres undefined)	-6	-6	-3	0.7	-15	33	6	1.1	4
O=c1[nH]c(Nc2nc3ccccc3o2)nc2c1CCCC2	1	-17	-5	1	0	-3	22	0.6	-2
O=C(NCc1cccs1)c1ccc2c(c1)OCCO2	4	0	-4	1	10	4	9	-0.047	-5
O=C(c1cnccn1)N1CCN(c2ccccc2)CC1	6	-1	2	0.5	-10	53*	25	.	-8
CCN(CCCNC(=O)CNC(=O)Cn1cnc2ccccc2c1=O)c1cccc(C)c1	.	0	.	0.9	.	8	-2	0.78	.
Cc1cccn2c(=O)c3cc(C(N)=S)c(=N)n(CCCOC(C)C)c3nc12	-14	12	-4	0.1	-17	86*	7	0.59	14
CCCCOC(=O)CCn1c(=S)oc2ccccc21	-11	-2	-5	0.8	7	22	14	-0.93	11
CCN(CC)CCCN(Cc1cc2cc3c(cc2[nH]c1=O)OCCO3)C(=O)Nc1ccc(F)cc1	24	35*	-6	0.8	-17	19	1	-0.99	-23
CCC1NC(=S)N(C2CCCCC2)C1=O (centres undefined)	-10	-1	-5	0.7	-2	30	-5	-0.095	12
Cc1[nH]c(=O)[nH]c(=O)c1S(=O)(=O)N1CCCC1	5	0	-5	0.9	18	10	2	-0.098	-3
COc1cc(CNCc2ccncc2)cc(Br)c1OCc1ccccc1F	7	8	-4	0.1	9	86*	13	1.8	-4
COc1ccc(C(=O)CN2C(=O)NC(C)(c3ccc(C)cc3)C2=O)cc1OC (centres undefined)	10	-4	-8	1	-5	1	1	1.2	-10
CCCCSc1nc2c(c(=O)[nH]1)CCC2	1	1	-9	0.9	-3	14	7	0.29	-3
Cc1nc(N)sc1-c1csc(N(C)c2ccc(O)cc2)n1	.	7	.	0.6	.	43	10	1.7	.
CCOC(=O)N1CCN(c2c(N3CC=C(c4ccccc4)CC3)c(=O)c2=O)CC1	8	-5	-4	0.9	7	11	3	1	-7
CCN(CC)CCc1c(C)[nH]c(C(=O)OCc2ccccc2)c1C	-4	-4	-7	0.9	-11	7	-7	0.15	5
Cn1ccnc1SCC(=O)c1ccc(Br)cc1	12	-6	-4	0.1	6	93*	6	-0.19	-14
Cc1ccc(NC2=NC(=S)N(CC#N)C23CCCCC3)cc1	-4	.	-4	.	14	.	.	-1.8	4
Cc1c(/C(O)=C2/C(=O)C(=O)N(CCN3CCOCC3)C2c2cccnc2)cnn1-c1ccccc1 (centres undefined)	8	-2	-3	1.1	-1	-11	2	.	-6
O=C(CSc1nc2cc(Cl)ccc2o1)NCCc1ccccc1	29	3	-6	0.5	-2	51*	23	0.53	-28
Clc1ccc(-c2noc(CSc3nnc(-c4ccncc4)n3-c3ccccc3)n2)cc1	-15	-2	-1	0.3	-6	66*	18	1.8	12
COc1ccc(/C=N/NC(=O)c2ccc(Cn3cc([N+](=O)[O-])cn3)o2)c(OC)c1C	45	-2	0	1.1	9	-14	6	.	-45
c1ccc(CSc2nncn2-c2ccccn2)cc1	0	24	-5	0.1	3	88*	8	-0.00076	1
CN1CCN(C2=Cc3ccccc3Sc3cc(F)c(F)cc32)CC1	0	.	-3	.	2	.	.	1.5	2
COc1cc2c(c(OC)c1)C(c1ccncc1)CC(=O)N2 (centres undefined)	.	-1	.	0.2	.	76*	2	-1	.
Cc1ccc(C)c(N/C=C(\C#N)c2nc3ccccc3o2)c1	9	.	0	.	-23	.	.	0.68	-6
COc1ccc(C(O)c2nc3ccccc3n2C)cc1OC (centres undefined)	.	-1	.	0.7	.	29	6	-0.4	.
CC1Cc2ccccc2N1C(=O)CN1C(=O)C(=O)N(Cc2ccccc2)C1=O (centres undefined)	-14	-8	0	0.8	-13	22	-14	0.032	12
CCCOn1c(-n2nc(C)cc2C)nc2ccccc2c1=O	-1	3	1	0.5	-4	47	6	0.65	3
Cn1c(SCc2ccc(C#N)cc2)nnc1-c1ccccc1	-21	-10	-2	0.6	17	44	4	0.34	20
CC(=O)N1CCN(C(=O)CC2OC(=O)c3ccccc32)CC1 (centres undefined)	-8	-3	2	0.8	18	17	-4	0.23	6
O=C1C2C3c4ccccc4C(c4ccccc43)C2c2nc3ccccc3n21 (centres undefined)	2	.	-1	.	9	.	.	-0.67	1
O=c1c2ccccc2nc(N/N=C/c2ccccc2)n1O	-9	8	0	1.1	9	-14	-1	1.3	9
CCn1c(C(C)NC(=O)Cc2ccccc2)nc2ccccc21 (centres undefined)	-3	-8	-6	0.7	-1	35	1	1.4	4
Cc1ccc(-c2c3c(=O)n(C)c(=O)n(C)c3cn2-n2cnnc2)cc1	-6	1	-2	1.2	-6	-18	10	-0.86	4
CC1CCCC(N2CCN(C(=O)c3cccc(F)c3)CC2)C1 (centres undefined)	10	11	-8	0.1	11	89*	12	-0.2	-10
CCOC(=O)CN1CC23C=CC(O2)C(C(=O)Nc2ccc(F)c(C)c2)C3C1=O (centres undefined)	-4	7	-3	0.6	-5	36	36*	-0.42	5
CCCCN(C(=O)c1ccc(Cl)cc1)C1CC2CCC(C1)N2C (centres undefined)	4	4	-3	0.8	-5	22	8	-0.76	-4
C=CCNC(=O)/C(=C\c1ccc([N+](=O)[O-])cc1)NC(C)=O	-8	-13	-4	0.8	-20	16	-1	-0.49	11
O=C(O)c1cc2cc(Cl)cc(Cl)c2oc1=O	-4	2	-4	1.1	21	-13	0	0.29	2
O=C(CSCc1cnn(-c2ccccc2)c1-n1cccc1)N1CCN(Cc2ccccc2)CC1	23	3	-3	0.1	-14	89*	29	1.8	-24
CC(C)CCSc1nc(N2CCOCC2)c2c(c1C#N)CC(C)(C)OC2	6	-3	-7	0.4	-17	63*	18	-0.029	-5
S=c1[nH]c2ncccc2o1	6	7	-3	1	23	0	-3	-1.1	-4
O=C(Nc1ccccc1C(F)(F)F)N1CCCCCC1	6	-2	-2	0.8	-5	16	-4	-0.82	-3
COc1cccc(-c2nc(-c3ccccc3)no2)c1	-4	10	-3	1	1	2	4	0.87	9
CC(C)C(C(=O)Nc1ccc(S(=O)(=O)N2CCOCC2)cc1)N1C(=O)c2ccccc2C1=O (centres undefined)	0	0	-2	1.1	-7	-9	6	-0.44	2

The listing continues.
SMILES	sEH inhibitor	PostGolgi yeast	S1P2 ag	CYP2C19 activ	S1P2 blocker	CYP2C19 inh	PostGolgi ctrl	hDAT+cocaine	sEH act
Cc1ccccc1C(=O)NC1CCN(Cc2nnnn2C2CCCC2)CC1	4	.	-7	.	-12	.	.	1.6	-5
Cc1ccc(N/C=C/C(=O)c2sc(-c3ccccc3)nc2C)cc1	3	2	-8	0.9	22	8	4	-0.64	0
Cc1ccc2c(c1)C(O)(c1c(C)[nH]c3ccccc13)C(=O)N2 (centres undefined)	8	-5	-2	0	3	98*	10	1.2	-5
CC1=NN(/C(=N\c2nnc(C)s2)Nc2ccccc2)[C@H](c2cccc3ccccc23)S1	14	.	-5	.	-30	.	.	0.75	-10
Cc1onc(-c2ccccc2)c1C(=O)Nc1sc2c(c1C(N)=O)CCC2	.	-3	0	0.5	-27	48	37*	0.21	.
CCN(Cc1cc2ccccc2[nH]c1=O)C(=O)C1CCCCC1	.	-3	-3	0.9	9	7	14	1.1	.
